IDH1 R132H inh = blocks human IDH1 R132H reductase activity; inhibition, % at 10 µM; 70,000 tested, 0.18% active; diaphorase/resazurin fluorescence, 60 min; AID 624101; in the data active = inhibition above about 34%;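 also: 0% = DMSO and 100% = no enzyme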
PRC2 inh = blocks human EZH2/PRC2 H3K27 methylation; AID 651548; DELFIA TRF, 1 h; 57,000 tested, 0.35% active; Q15910; inhibition, % at 12.5 µM;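 active = mean inhibition of replicates at least 50% and every single replicate also reaching 50%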;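 also: dimethyl H3K27 on biotinylated H3 21-44 peptide detected by antibody; plate controls were median neutral control wells for no effect and median positive control wells for full effect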
Target sequence (Q15910 whole entry, looked up): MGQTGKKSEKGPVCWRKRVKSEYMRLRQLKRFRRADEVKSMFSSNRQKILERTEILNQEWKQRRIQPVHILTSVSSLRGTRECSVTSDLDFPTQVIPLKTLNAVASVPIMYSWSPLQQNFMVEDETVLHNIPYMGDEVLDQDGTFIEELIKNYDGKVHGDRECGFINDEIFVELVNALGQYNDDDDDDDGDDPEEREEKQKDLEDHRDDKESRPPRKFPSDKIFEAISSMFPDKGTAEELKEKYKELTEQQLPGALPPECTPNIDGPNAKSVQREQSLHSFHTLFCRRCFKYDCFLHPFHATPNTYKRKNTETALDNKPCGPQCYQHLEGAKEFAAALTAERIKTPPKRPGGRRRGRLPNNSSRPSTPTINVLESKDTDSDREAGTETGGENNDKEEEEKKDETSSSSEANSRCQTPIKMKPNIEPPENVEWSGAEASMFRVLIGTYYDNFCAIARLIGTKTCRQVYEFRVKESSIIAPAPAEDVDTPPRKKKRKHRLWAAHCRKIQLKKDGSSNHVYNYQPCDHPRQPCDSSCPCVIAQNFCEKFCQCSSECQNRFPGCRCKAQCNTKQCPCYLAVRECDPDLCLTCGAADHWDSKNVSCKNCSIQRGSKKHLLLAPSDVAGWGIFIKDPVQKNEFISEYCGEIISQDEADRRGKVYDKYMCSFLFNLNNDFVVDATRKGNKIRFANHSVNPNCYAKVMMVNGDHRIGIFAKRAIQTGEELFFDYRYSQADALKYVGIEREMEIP
* hit, by the source's call; nt = not tested or not shown. These rows are one share of the data; rates above refer to the full screens.

item	SMILES	PRC2 inh	IDH1 R132H inh
1	C[C@H]1CN([C@@H](C)CO)C(=O)Cc2cc(NC(=O)C3CC3)ccc2O[C@@H]1CN(C)C(=O)Nc1ccccc1	nt	1.7
2	O=C(N[C@H]1CC[C@@H](CCNC(=O)C2CCCC2)O[C@@H]1CO)c1ccncc1	-9	0.2
3	COc1cc(C(=O)NC(C(=O)O)C(C)C)cc(OC)c1OC (stereo not given)	0	0.7
4	O=C(Nc1ccc2c(c1)[C@H]1C[C@H](CC(=O)N3CCc4ccccc4C3)O[C@H](CO)[C@H]1O2)c1ccc2c(c1)OCO2	-12	-0.2
5	C[C@@H]1CN([C@H](C)CO)C(=O)c2cc(Br)cnc2O[C@H]1CN(C)C(=O)Nc1ccccc1	1	0.1
6	Cc1nnc(SCC(=O)c2ccc([N+](=O)[O-])cc2)s1	11	-0.1
7	CN(C)C(=O)C[C@@H]1CC[C@H](NS(=O)(=O)c2ccccc2)[C@H](CO)O1	-5	-0.2
8	CO[C@H]1CN(C)C(=O)c2ccc(NC(=O)c3ccccc3)cc2OC[C@@H](C)NC[C@H]1C	10	0.1
9	C[C@@H]1CN([C@@H](C)CO)C(=O)CCCn2nncc2CO[C@@H]1CN(C)C(=O)NC1CCCCC1	3	nt
10	C[C@@H]1CN([C@@H](C)CO)C(=O)c2cc(C#Cc3ccncc3)cnc2O[C@@H]1CN(C)Cc1ccncc1	-8	12
11	CCC(=O)Nc1ccc2c(c1)C(=O)N(C)C[C@@H](OC)[C@@H](C)CN[C@@H](C)CO2	4	0.2
12	Cc1noc(C)c1NC(=O)N(C)C[C@H]1Oc2ncc(C#CC3CC3)cc2C(=O)N([C@@H](C)CO)C[C@H]1C	-3	nt
13	O=C(CS)NCCCCCCNC(=O)[C@H]1C[C@H]2C(=O)NCC(=O)N2[C@H]1c1cccc(OCCO)c1	5	nt
14	CCOc1ccc(-n2nc3ccc(NC(=O)COc4ccccc4Cl)cc3n2)cc1	-37	0.4
15	COc1ccccc1NC(=O)N(C)C[C@H]1Oc2cc(Br)ccc2S(=O)(=O)N([C@@H](C)CO)C[C@@H]1C	6	-19
16	C[C@H](CO)N1C[C@H](C)[C@H](CN(C)CC2CCCCC2)Oc2c(NC(=O)c3ccncc3)cccc2C1=O	-2	nt
17	CCCC(=O)Nc1ccc2c(c1)OC[C@@H](C)N(C(=O)c1ccccn1)C[C@H](C)[C@@H](OC)CN(C)C2=O	10	-0.3
18	C[C@@H]1CN([C@@H](C)CO)S(=O)(=O)c2ccc(/C=C/c3ccccc3)cc2O[C@@H]1CN(C)C(=O)c1ccncc1	-9	-0.2
19	NS(=O)(=O)c1cc2c(cc1Cl)NC(CC1CCCC1)NS2(=O)=O (stereo not given)	nt	0.6
20	C[C@H](CO)N1C[C@H](C)[C@@H](CN(C)C(=O)NC2CCCCC2)Oc2ccc(NC(=O)Cn3cnnn3)cc2C1=O	nt	-0.8
21	Cc1ccc(S(=O)(=O)N(C)C[C@H]2OCCCC[C@@H](C)Oc3ccc(NC(=O)Nc4c(C)noc4C)cc3C(=O)N([C@@H](C)CO)C[C@@H]2C)cc1	nt	0.1
22	CC(C)=CCc1c(-c2ccc(O)cc2O)oc2c3c(cc(O)c2c1=O)OC(C)(C)C=C3	nt	-0.1
23	Cc1noc(C)c1S(=O)(=O)Nc1ccc2c(c1)C(=O)N([C@@H](C)CO)C[C@H](C)[C@H](CN(C)C(=O)NC1CCCCC1)O2	nt	1.4
24	COc1ccc(CN(C)C[C@H]2OCCCC[C@@H](C)Oc3ccc(NC(=O)CCCCCC(=O)Nc4ccccc4N)cc3C(=O)N([C@H](C)CO)C[C@@H]2C)cc1	-63	nt
25	C[C@@H]1CN([C@@H](C)CO)C(=O)c2cc(NC(=O)Nc3ccccc3)ccc2O[C@@H]1CN(C)C	-4	nt
26	C[C@H](CO)N1C[C@H](C)[C@H](CN(C)C(=O)Nc2ccccc2)OCCCC[C@H](C)Oc2ccc(NC(=O)Nc3cccc4ccccc34)cc2C1=O	nt	-9.2
27	C[C@@H]1CN([C@H](C)CO)C(=O)Cc2cc(NC(=O)CCN3CCOCC3)ccc2O[C@@H]1CN(C)Cc1ccc2c(c1)OCO2	1	0.3
28	CN(C)Cc1cn(CC[C@H]2CC[C@@H](NC(=O)Nc3ccc4c(c3)OCO4)[C@@H](CO)O2)nn1	-7	0.3
29	O=C(Nc1cc(F)ccc1F)N[C@@H]1CC[C@@H](CCn2cc(C3CCCCC3)nn2)O[C@H]1CO	2	0.1
30	O=C(Nc1ccc2c(c1)OCO2)N[C@@H]1CC[C@@H](CCNC(=O)C2CC2)O[C@H]1CO	-4	-0.4
31	O=C(CN1C(=O)c2ccccc2S1(=O)=O)Nc1cc(Cl)ccc1Oc1ccccc1	3	0.4
32	C[C@H](CO)N1C[C@H](C)[C@@H](CN(C)Cc2ccc(C(=O)Nc3ccccc3N)cc2)Oc2c(NS(=O)(=O)c3cn(C)cn3)cccc2C1=O	-16	0.0
33	CCS(=O)(=O)Nc1ccc2c(c1)C(=O)N(C)C[C@H](OC)[C@H](C)CN(C(C)=O)[C@H](C)CO2	-15	-0.1
34	CC(C)CC#Cc1ccc2c(c1)O[C@H](CN(C)Cc1cccc(F)c1)[C@H](C)CN([C@H](C)CO)S2(=O)=O	nt	-0.4
35	C[C@@H]1CN([C@H](C)CO)C(=O)c2cc(N(C)C)ccc2O[C@@H](C)CCCCO[C@H]1CN(C)S(=O)(=O)c1cccs1	-12	0.8
36	O=C(NCC[C@H]1CC[C@@H](NC(=O)C2CCC2)[C@@H](CO)O1)Nc1ccc(Cl)cc1	-1	-0.2
37	C[C@@H]1CN([C@@H](C)CO)C(=O)CCCn2nncc2CO[C@@H]1CN(C)Cc1ccc(C(F)(F)F)cc1	-1	-0.6
38	C[C@H]1CN([C@@H](C)CO)C(=O)Cc2cc(NS(=O)(=O)c3ccccc3)ccc2O[C@@H]1CN(C)C(=O)Nc1ccc2c(c1)OCO2	nt	-1.4
39	Cn1cnnc1SC1CCCCC1NS(=O)(=O)c1ccccc1 (stereo not given)	4	-0.4
40	Cc1ccc(S(=O)(=O)N(C)C[C@@H]2Oc3ccc(NC(=O)Cc4ccccc4)cc3C(=O)N([C@@H](C)CO)C[C@@H]2C)cc1	-3	-0.9
41	C[C@@H]1CN([C@@H](C)CO)C(=O)Cc2cc(NC(=O)CCN3CCOCC3)ccc2O[C@@H]1CN(C)C(=O)NC1CCCCC1	-7	1.0
42	COc1ccc(S(=O)(=O)Nc2ccc3c(c2)CC(=O)N([C@@H](C)CO)C[C@H](C)[C@@H](CN(C)C)O3)cc1	-5	-8.1
43	C[C@H]1CN([C@@H](C)CO)C(=O)CCCn2nncc2CO[C@@H]1CN(C)Cc1ccc(Cl)c(Cl)c1	nt	-0.5
44	CCCNC(=O)N(C)C[C@H]1Oc2cc(C#Cc3cccc(F)c3)ccc2S(=O)(=O)N([C@H](C)CO)C[C@H]1C	-5	-1.3
45	O=C(COc1cccc2ccccc12)Nc1cccnc1	4	-0.3
46	COc1ccc(NC(=O)N(C)C[C@@H]2OCc3ccccc3-c3ccccc3C(=O)N([C@@H](C)CO)C[C@H]2C)c(OC)c1	-7	nt
47	CCCNC(=O)Nc1ccc2c(c1)OC[C@@H](C)N(CCC(F)(F)F)C[C@@H](C)[C@@H](OC)CN(C)C2=O	-1	0.2
48	C[C@@H]1CCCCO[C@H](CN(C)CC2CC2)[C@H](C)CN([C@H](C)CO)C(=O)c2cc(NC(=O)NC3CCCCC3)ccc2O1	nt	6.3
49	COc1ccc(NC(=O)Nc2cccc3c2O[C@@H](CN(C)Cc2ccc4c(c2)OCO4)[C@@H](C)CN([C@H](C)CO)C3=O)cc1	3	1.1
50	C[C@H]1CN([C@@H](C)CO)C(=O)c2cc(Br)cnc2O[C@@H]1CN(C)Cc1cccc(F)c1	-6	-0.5
51	CO[C@@H]1CN(C)C(=O)c2cc(NC(=O)C3CC3)ccc2OC[C@@H](C)N(Cc2cncnc2)C[C@@H]1C	6	0.3
52	C[C@@H]1CN([C@@H](C)CO)C(=O)c2cc(C#CC3CC3)cnc2O[C@@H]1CN(C)Cc1cccc(C(=O)O)c1	15	1.2
53	[N-]=[N+]=NC[C@H](Cc1ccccc1)NC(=O)c1ccccc1	-3	-0.2
54	O=C(CC1C(=O)N(c2ccccc2)C(=O)N1Cc1cccs1)Nc1ccccc1 (stereo not given)	-13	0.3
55	C[C@H](CO)N1C[C@H](C)[C@@H](CN(C)C(=O)Nc2cccc3ccccc23)Oc2ccc(N(C)C)cc2C1=O	7	nt
56	COc1ccc(CN(C)C[C@@H]2Oc3ccc(NC(=O)NC(C)C)cc3C(=O)N([C@H](C)CO)C[C@H]2C)cc1	-3	1.5
57	C[C@@H]1CN([C@H](C)CO)C(=O)c2cc(NC(=O)CCC(F)(F)F)ccc2O[C@H]1CN(C)Cc1ccc(C(F)(F)F)cc1	nt	-3.6
58	C[C@@H]1CN([C@@H](C)CO)C(=O)c2cccc(NC(=O)Nc3ccc4c(c3)OCO4)c2O[C@@H]1CN(C)S(=O)(=O)c1ccc(F)cc1	nt	1.3
59	CC(C)NC(=O)Nc1ccc2c(c1)C(=O)N([C@H](C)CO)C[C@@H](C)[C@H](CN(C)Cc1ccc(Cl)c(Cl)c1)OCCCC[C@@H](C)O2	nt	-1.7
60	Cc1noc(C)c1S(=O)(=O)Nc1ccc2c(c1)C(=O)N([C@H](C)CO)C[C@@H](C)[C@H](CN(C)CC1CCCCC1)OCCCC[C@H](C)O2	nt	2.4

4 records picked at random from the list so far, as already listed:
item	SMILES	PRC2 inh	IDH1 R132H inh
58	C[C@@H]1CN([C@@H](C)CO)C(=O)c2cccc(NC(=O)Nc3ccc4c(c3)OCO4)c2O[C@@H]1CN(C)S(=O)(=O)c1ccc(F)cc1	nt	1.3
60	Cc1noc(C)c1S(=O)(=O)Nc1ccc2c(c1)C(=O)N([C@H](C)CO)C[C@@H](C)[C@H](CN(C)CC1CCCCC1)OCCCC[C@H](C)O2	nt	2.4
54	O=C(CC1C(=O)N(c2ccccc2)C(=O)N1Cc1cccs1)Nc1ccccc1 (stereo not given)	-13	0.3
49	COc1ccc(NC(=O)Nc2cccc3c2O[C@@H](CN(C)Cc2ccc4c(c2)OCO4)[C@@H](C)CN([C@H](C)CO)C3=O)cc1	3	1.1

(further entries)
item	SMILES	PRC2 inh	IDH1 R132H inh
61	CO[C@H]1CN(C)C(=O)c2ccc(NC(=O)Nc3cccc(F)c3)cc2OC[C@@H](C)N(C(=O)Nc2c(C)noc2C)C[C@@H]1C	-1	-0.5
62	CCn1c(SCC(=O)c2ccc(OC)cc2)nnc1-c1cc2cc(Br)ccc2o1	-13	-0.1
63	C[C@@H]1CN([C@@H](C)CO)C(=O)Cc2cc(NC(=O)Cc3cn(C)c4ccccc34)ccc2O[C@@H]1CN(C)Cc1ccc2c(c1)OCO2	nt	-2.0
64	C[C@@H]1CCCCO[C@@H](CN(C)C(=O)CCC(F)(F)F)[C@H](C)CN([C@@H](C)CO)C(=O)c2cc(NS(C)(=O)=O)ccc2O1	-22	-0.3
65	O=C(NO)c1ccc(C(=O)N/N=C/c2cccc(O)c2)cc1	-4	-1.0
66	COc1ccc(NC(=O)N(C)C[C@H]2OCCCC[C@@H](C)Oc3ccc(NC(=O)Nc4c(C)noc4C)cc3C(=O)N([C@@H](C)CO)C[C@H]2C)cc1	nt	0.9
67	COc1ccc([C@@H]2CC(=O)c3c(O)cc(O)cc3O2)cc1O	nt	0.5
68	C[C@@H]1CCCCO[C@@H](CN(C)S(=O)(=O)c2ccc(Cl)cc2)[C@@H](C)CN([C@H](C)CO)C(=O)c2cc(NS(=O)(=O)c3ccc(Cl)cc3)ccc2O1	nt	-0.5
69	CCCNC(=O)N[C@@H]1C=C[C@@H](CC(=O)N2CCN(C)CC2)O[C@H]1CO	2	0.0
70	Cc1ccc2oc(=O)n(CCc3noc(-c4cc(C)on4)n3)c2c1	11	-2.5
71	Cc1noc(C)c1NC(=O)N[C@H]1CC[C@H](CCNC(=O)C2CCC2)O[C@@H]1CO	8	-0.1
72	COc1ccc(S(=O)(=O)Nc2ccc3c(c2)[C@@H]2C[C@@H](CC(=O)O)O[C@H](CO)[C@@H]2O3)cc1	-2	0.3
73	C[C@@H]1CCCCO[C@H](CN(C)Cc2ccccc2)[C@@H](C)CN([C@H](C)CO)C(=O)c2cc(NC(=O)CCC(F)(F)F)ccc2O1	-16	-0.9
74	COc1cccc(C(=O)Nc2ccc3c(c2)C(=O)N(C)C[C@@H](OC)[C@H](C)CN(CCc2ccccc2)[C@H](C)CO3)c1	-3	0.1
75	CO[C@@H]1CN(C)C(=O)c2cc(NC(=O)NC3CCCCC3)ccc2OC[C@H](C)N(C(C)=O)C[C@@H]1C	3	0.3
76	COc1ccc(S(=O)(=O)Nc2ccc3c(c2)C(=O)N([C@H](C)CO)C[C@H](C)[C@@H](CN(C)C(=O)c2ccccc2)OCCCC[C@H](C)O3)cc1	nt	-0.4
77	CC1(C)S[C@@H]2[C@H](NC(=O)Cc3ccccc3)C(=O)N2[C@H]1C(=O)O	-5	-0.2
78	C[C@H](CO)N1C[C@H](C)[C@@H](CN(C)Cc2ccc(Oc3ccccc3)cc2)Oc2c(NS(C)(=O)=O)cccc2C1=O	nt	-0.4

Entries above containing an aryl thioether with sulfur outside any ring (3):
item	SMILES	PRC2 inh	IDH1 R132H inh
6	Cc1nnc(SCC(=O)c2ccc([N+](=O)[O-])cc2)s1	11	-0.1
39	Cn1cnnc1SC1CCCCC1NS(=O)(=O)c1ccccc1 (stereo not given)	4	-0.4
62	CCn1c(SCC(=O)c2ccc(OC)cc2)nnc1-c1cc2cc(Br)ccc2o1	-13	-0.1

High-throughput results: PubChem BioAssay, Broad Institute
